USP1 inh – inhibitors of human USP1/UAF1 deubiquitinase; recombinant USP1/UAF1, Ub-Rhodamine cleavage fluorescence; 390,000 compounds, 0.23% hits; Potency, µM (highest dose often 57.1 µM), for inactives: at the highest dose activity change, negative = inhibition, most hits filed as inhibitors; AID 743255; also: potency is read from the fitted curve at half-maximal effect; % is scaled to controls: 0 for no effect and ±100 for the full control effect; nearly all actives have a fitted effect of over 60% in size; inactives centre near -12
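USP1/UAF1 complex at 1 nM was preincubated with compound for 15 min at room temperature, then Ub-Rho substrate (150nM final) was added. Fluorescence (480/540 nm) was read kinetically, 6 reads every 60 seconds.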
PGK inhibitor – inhibitors of T. brucei phosphoglycerate kinase | Potency, µM (top dose mostly 57.5 µM), for inactives: at the top dose activity change, negative = inhibition, hits mostly inhibitors | PGK/GAPDH coupled, Kinase-Glo luminescence, 60 min | 380,000 compounds, 0.043% hits; also: potency is read from the fitted curve at half-maximal effect; % is scaled to controls: 0 for no effect and ±100 for the full control effect; nearly all actives have a fitted effect of over 60% in size
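Luminescent ATP detection (Kinase-Glo Plus) follows a 60-minute room-temperature incubation, with wells lacking PGK as controls. Buffer: 100 mM TEA (pH 7.6), 5 mM MgCl2, 0.01% Tween-20. Coupling enzyme GAPDH (100 nM final) supplies unstable 1,3-BPG in-well.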
Pin1 inh – inhibitors of human Pin1. Q13526. Pin1 FP peptide displacement, HiFluor488, 10 min. Potency, µM (highest dose often 115 µM), for the others: top-dose activity, negative = inhibition, hits mostly inhibitors. 390,000 compounds, 0.009% hits. AID 504891; active = well fitted inhibition curve with a large enough effect in the polarisation, with a control signal flat, not every such curve was filed as active; inconclusive = small, poorly fitted or top-dose-only effect, or effect the other way, or a change in a side signal; inactive = no such curve, though single readings can be large or run the other way; the % refers to the polarisation; also: potency is read from the fitted curve at half-maximal effect; % is scaled to controls: 0 for no effect and ±100 for the full control effect
IDH1 R132H inh – inhibitors of human mutant IDH1 R132H | O75874 | IDH1-R132H enzyme, NADPH consumption, diaphorase/resazurin fluorescence | Potency, µM (top dose mostly 76.6 µM), inactives show at the top dose activity change, negative = inhibition, usual class: inhibitors | 390,000 compounds, 0.093% hits | AID 602179; also: potency is read from the fitted curve at half-maximal effect; % is scaled to controls: 0 for no effect and ±100 for the full control effect; nearly all actives have a fitted effect of over 65% in size
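IDH1-R132H (0.5 ug/mL) preincubated 30 min with compound, then NADPH (0.016 mM) and alpha-KG (2 mM) added; 80 min at RT, pH 7.5. Remaining NADPH coupled via diaphorase/resazurin to fluorescence (540/590 nm); concentration-response curves normalized to no-enzyme control.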
HP1b chromo inh – HP1-beta chromodomain-methylated histone interaction inhibition; P83916; AlphaScreen HP1-beta / biotin-H3K9me3 peptide binding; 390,000 compounds, 0.56% hits; Potency, µM (doses to about 114 µM), for the others: at the top dose activity change, negative = inhibition, usual class: inhibitors; AID 540317; also: potency is read from the fitted curve at half-maximal effect; nearly all actives have a fitted effect of over 70% in size; inactives centre near 23
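HP1-beta protein (50 nM final) preincubated 30 min at room temperature with biotinylated H3(1-18)K9me3 peptide (50 nM) in PBS pH 7.4, 0.01% Tween-20, then compound added for 30 min. AlphaScreen streptavidin donor/nickel chelate acceptor beads (10 ug/mL final), 30 min dark, luminescence read.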
PI4K2A block – PI4K2A (human) kinase inhibition; Q9BTU6; purified PI4K2A, ADP-Glo luminescence, 1 h; stronger effect = lower value; activity change, negative = inhibition, % at 76.9 µM; 420,000 compounds, 0.13% hits; in the data active = activity change below about -50%; inconclusive = mostly about -30% to -49%;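 also: -100% = wells without enzyme as full effect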
Target sequence (Q9BTU6 whole entry, looked up): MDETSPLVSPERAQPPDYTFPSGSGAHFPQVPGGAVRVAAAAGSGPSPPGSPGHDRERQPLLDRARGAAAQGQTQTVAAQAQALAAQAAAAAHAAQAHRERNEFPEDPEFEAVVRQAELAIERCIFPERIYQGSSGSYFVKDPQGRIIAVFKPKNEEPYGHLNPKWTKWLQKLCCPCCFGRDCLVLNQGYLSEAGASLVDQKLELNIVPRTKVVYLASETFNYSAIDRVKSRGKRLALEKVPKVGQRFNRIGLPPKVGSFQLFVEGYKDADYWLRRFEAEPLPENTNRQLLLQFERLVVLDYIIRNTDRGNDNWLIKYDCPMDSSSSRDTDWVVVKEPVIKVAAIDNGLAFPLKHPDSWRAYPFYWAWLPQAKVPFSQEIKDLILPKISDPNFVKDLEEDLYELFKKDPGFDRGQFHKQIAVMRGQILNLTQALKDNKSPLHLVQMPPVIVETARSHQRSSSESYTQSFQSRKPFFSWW
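PI4K2A activity was measured by ADP-Glo luminescence: enzyme (4 ug/mL stock) and phosphatidylinositol (1.2 mM stock) in Tris pH 7.5/MgCl2/EGTA/Triton X-100 buffer were reacted with ATP (300 microM stock) for one hour at ambient temperature.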
GLS inh – glutaminase GLS (human) inhibition | O94925 | GLS enzymatic activity, qHTS titration | Potency, µM (series often up to 45.5 µM), for inactives: at the highest dose activity change, negative = inhibition, most hits filed as inhibitors | 410,000 compounds, 0.21% hits | AID 624170; also: potency is read from the fitted curve at half-maximal effect; % is scaled to controls: 0 for no effect and ±100 for the full control effect
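Coupled fluorescence readout: glutamate oxidase/HRP/Amplex Red detect glutamate formed by hKGA from L-glutamine (1 mM solution added). Buffer 45 mM KH2PO4 pH 8.2, 0.02% Tween-20; reads at t0 and 30 min RT.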
rTrxR1 inhibitor – blocks rat thioredoxin reductase 1 | recombinant rTrxR1, NADPH fluorescence consumption, selenite substrate | Potency, µM (highest dose often 114 µM), inactives show top-dose activity change, negative = inhibition, actives largely listed as inhibitors | O89049 | 390,000 compounds, 1% hits; also: potency is read from the fitted curve at half-maximal effect; % is scaled to controls: 0 for no effect and ±100 for the full control effect; nearly all actives have a fitted effect of over 65% in size
Target sequence (O89049 whole entry, looked up): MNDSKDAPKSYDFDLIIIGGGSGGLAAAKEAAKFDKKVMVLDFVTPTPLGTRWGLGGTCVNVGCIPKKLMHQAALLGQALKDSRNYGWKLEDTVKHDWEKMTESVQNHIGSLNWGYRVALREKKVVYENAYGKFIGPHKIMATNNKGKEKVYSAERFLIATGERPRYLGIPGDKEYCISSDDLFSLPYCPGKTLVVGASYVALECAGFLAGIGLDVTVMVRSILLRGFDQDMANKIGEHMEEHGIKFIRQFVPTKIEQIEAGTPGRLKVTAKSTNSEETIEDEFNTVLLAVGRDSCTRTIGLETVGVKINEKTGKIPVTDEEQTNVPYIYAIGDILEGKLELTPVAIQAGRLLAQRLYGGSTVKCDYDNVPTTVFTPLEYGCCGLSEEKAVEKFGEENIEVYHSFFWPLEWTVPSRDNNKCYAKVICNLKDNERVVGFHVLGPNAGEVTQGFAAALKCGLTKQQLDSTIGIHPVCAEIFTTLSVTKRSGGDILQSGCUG
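Rat TrxR1 (90 nM in the dispensed reagent) was pre-reduced with 400 uM NADPH for 5 min at room temperature, then incubated with compound for 15 min. After 400 uM selenite was added, NADPH fluorescence (Ex 340/Em 450 nm) was followed for 8 min.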
TrxR1 substrate – rat thioredoxin reductase 1 substrate activity; O89049; 390,000 compounds, 0.01% hits; purified TrxR1 substrate turnover, NADPH consumption readout; Potency, µM (top dose mostly 114 µM), inactives show at the highest dose activity change, negative = substrate turnover; also: potency is read from the fitted curve at half-maximal effect; % is scaled to controls: 0 for no effect and ±100 for the full control effect; nearly all actives have a fitted effect of over 50% in size
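Rat TrxR1, dispensed at 90 nM, was prereduced with 400 uM NADPH (final) for 5 min at ~22 deg C, then incubated with compound 15 min before 400 uM selenite. A first-read NADPH fluorescence drop versus no-compound background flagged substrates.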
Starred values were filed as active, the others as inactive; i = inactive; ? = inconclusive; nt = not tested or not shown; & = joins results of further samples; [ ] = another dose, or the depositor's remark. Unless noted, calls follow the shape of the dose curve; as a rule, active = well fitted curve in the direction sought with a large enough effect; inconclusive = small, poorly fitted or top-dose-only effect, or another doubt; inactive = no such curve, though single readings can be large; an effect the other way counts as inactive or inconclusive.

SMILES	USP1 inh	PGK inhibitor	Pin1 inh	IDH1 R132H inh	HP1b chromo inh	PI4K2A block	GLS inh	rTrxR1 inhibitor	TrxR1 substrate
CCOC(=O)Cn1c(C)c(C#N)c2ccccc21	-11%	-2%	2%	-3%	24%	-10	-1%	8%	5%
O=S(=O)(NCc1cccc(Br)c1)c1ccc(-c2cc(C(F)(F)F)on2)s1	-18%	-9%	0%	0%	34%	2	-10%	2%[57.1 µM]	-6%[57.1 µM]
Cn1c(=O)oc2cc(S(=O)(=O)N3CCC(C(=O)N4CCN(c5ccccc5F)CC4)CC3)ccc21	-25%	i	-3%	11%	33%	1	-6%	-7%	-7%
O=C(Cc1ccccc1)NCCCN1CCN(CCCNC(=O)Cc2ccccc2)CC1	-9%	12%	-11%	-2%	19%	2	3%	-2%	-2%
COc1ccc(Br)cc1CNC(=O)C1CCN(S(=O)(=O)N2CCC(C)CC2)CC1	-7%	-5%	6%	0%	5%	-7	4%	4%	-7%
CCCOc1ccccc1C(=O)Nc1ccc(-c2nc3ccc(C)cc3s2)cc1	-17%	-4%	11%	-11%	45%[activator]	0	1%	3%	50%[activator]
O=C(CSc1nnc(SCc2ccc(Cl)cc2)s1)N/N=C/c1ccc(C(=O)O)cc1	-18%	-3%	-8%	4%	26%	-7	0%	6%	2%
O=C(NCc1ccccn1)C12CC3CC(CC(C3)C1)C2	-10%	-4%	2%	-2%	50%[activator]	1	0%	13%[57.1 µM]	8%[57.1 µM]
CC(Oc1ccccc1)C(=O)OCC(=O)N1CC(=O)Nc2ccccc21 (stereo unspecified)	-12%	3%	-22%	6%	45%[activator]	0	1%	23%[57.1 µM]	5%[57.1 µM]
O=[N+]([O-])c1ccc(S(=O)(=O)Nc2cccc(-c3ccc(N4CCCC4)nn3)c2)cc1	-21%	-8%	0%	7%	-1%	-2	11%	2%	-9%
Cc1[nH]c(=O)[nH]c(=O)c1CSc1nnc([C@@H](NC(=O)OC(C)(C)C)C(C)C)o1	-6%	10%	-4%	7%	31%	-11	10%	-5%	-3%
CCc1ccc2oc(=O)cc(CN3CCN(c4ccc(F)cc4)CC3)c2c1	-13%	-5%	29%	4%	22%	-3	1%	-4%[57.1 µM]	-9%
COc1ccc(CCNC(=O)CN(c2cccc([N+](=O)[O-])c2)S(C)(=O)=O)cc1	-24%	-8%	-1%	4%	31%	-4	5%	7%	4%
COc1cccc(/C=N/NC(=O)CCC(=O)Nc2ccc(Br)cc2)c1	-5%	nt	4%	-5%	39%[activator]	0	0%	14%	-5%
CCC(=O)N1CCc2cc(Br)cc(S(=O)(=O)CCC(=O)Nc3ccccc3C)c21	-1%	i	-7%	3%	16%	-1	-4%	17%	5%[2.29 µM]
CN(Cc1ccccc1)C(=O)COC(=O)C1=NNC(=O)CC1	-7%	-3%	-1%	1%	25%	2	-7%	-15%	-13%
CCOC(=O)C1CCCN(c2c(C(=O)c3ccc(C)cc3)cnc3ccc(OCC)cc23)C1 (stereo unspecified)	-19%	-2%	?	?	-17%	-23	1%	24%	-3%
Cc1cc(C)c(/C=N/n2c(C)cc(C)c(C#N)c2=O)c(C)c1	-14%	-4%	2%	8%	18%	-4	-2%	4%	-5%
OC1(c2ccc(F)cc2)CN(c2ccccc2)C2=[N+]1CCS2 (stereo unspecified)	-10%	i	16%	5%	15%	-2	8%	-11%	-9%
COc1ccc(C2C3C=CCC(C)C3C(=O)N2Cc2ccccc2)cc1Cl (stereo unspecified)	nt	nt	-6%	nt	22%	nt	nt	-7%	0%
CC(C)(C)CNc1cc(N2CCCC2)ccc1[N+](=O)[O-]	-2%	i	-9%	2%	5%	5	2%	21%[57.1 µM]	4%[57.1 µM]
CCOc1ccc(S(=O)(=O)N2CCN(c3ncccn3)CC2)cc1	-12%	i	-21%	-4%	45%[activator]	0	-12%	20%	1%
Cn1c(SCC(=O)N2CCOCC2)ncc(C(=O)Nc2ccc(F)cc2)c1=O	-24%	-11%	-8%	6%	10%	-6	7%	8%[57.1 µM]	2%[57.1 µM]
O=C(Nc1cccc2nsnc12)c1cccnc1	-1%	-3%	10%	7%	12%	5	9%	-14%	-13%
CCN1CCN(C(=O)Cn2ncc3c4ccccc4n(Cc4ccccc4)c3c2=O)CC1	?	9%	-2%	-15%	18%	-3	2%	-3%	3%
O=S(=O)(Nc1nccs1)c1ccc(NS(=O)(=O)c2c(F)cc(F)c(Cl)c2F)cc1	-9%	i	-6%	-15%	12%	-1	-21%	11%[57.1 µM]	11%[57.1 µM]
COc1cc(NC(=O)c2cc3c(s2)-c2ccccc2OC3)cc(OC)c1OC	-11%	-5%	21%	3%	20%	-3	9%	5%	-9%
Cc1ccc(OCCn2cc(/C=C(\C#N)C(=O)NCC3CCCO3)c3ccccc32)cc1 (stereo unspecified)	-4%	16%	?	3%	?	2	7%	7%	-3%
O=C(CCNC(=O)C1CCN(S(=O)(=O)c2ccc(F)cc2)CC1)NC1CC1	-18%	i	-12%	0%	32%	-4	-8%	14%	4%
CCOC(=O)C1=C(C)N(C)C(C)=C(C(=O)OCC)C1c1ccc(C(=O)OC)cc1	-13%	4%	5%	-1%	73%[activator]	6	9%	16%[57.1 µM]	4%[57.1 µM]
CCOC(=O)c1c(C)oc2cc(Br)c(O)c(Br)c12	-16%	-5%	-1%	-2%	23%	-2	13%	1%[57.1 µM]	13%[57.1 µM]
Cc1ccc(C(=O)CSc2nn3c(=O)c(C(C)(C)C)nnc3s2)cc1	-11%	nt	?	1%	22%	6	0%	?	-1%
CCn1cnc2c(Nc3cccc(Cl)c3)nc(C#N)nc21	nt	0%	4%&12%	nt	25%	-2	6%	-4%[57.1 µM]	21%[57.1 µM]
COc1ccc(-n2nc(C(=O)NCC(=O)NCCCN3CCOCC3)c3ccccc3c2=O)cc1Cl	4%	i	1%	-2%	-9%	-1	-3%	3%	1%
CN(CCc1ccccc1)C(=O)c1ccc(NC(=O)Cc2ccc(NC(=O)C3CCN(C(=O)C4CCCC4)CC3)cc2)cc1	-12%	-4%	23%	1%[38.3 µM]	39%	-5	3%	26%	2%
CCN(CC)CCn1c2c(c(SCC(=O)Nc3ccccc3Cl)nc1=O)CCCC2	-9%	-1%	-8%	2%	29%	2	-28%	18%	2%
O=C(O)C1C2CCC(O2)C1C(=O)Nc1ccc(O)cc1 (stereo unspecified)	-9%	-6%	1%	1%	20%	2	1%	11%	6%
O=C(COC(=O)Cc1cn2ccsc2n1)NC12CC3CC(CC(C3)C1)C2	-3%	-7%	-1%	4%	-10%	3	-10%	-12%	-6%
O=C(N/N=C/c1cccc2ccccc12)c1cccs1	-12%	i	4%	6%	18%	-4	-1%	-6%	-7%
Cc1ccc(C(C)C)c(OCC(=O)NCC2(N3CCOCC3)CCCCC2)c1	-13%	-1%	1%	-2%	38%[activator]	-2	8%	11%	-3%
CC1CN(Cc2ccccc2)C(=O)N(c2ccccc2)C1=O (stereo unspecified)	-10%	i	-6%	0%	12%	-3	3%	4%	-3%
CSc1ccc(CN2CCN(C(=O)c3ccncc3)CC2)cc1	-12%	-1%	-3%	2%	-1%	6	2%	-3%[57.1 µM]	-2%[57.1 µM]
CC(=O)Nc1c(Cl)cc2c(c1Cl)Cc1ccccc1-2	-16%	i	1%	7%	31%	-4	-1%	11%[11.4 µM]	3%
Cc1nc2ccc(Nc3ccncc3)cc2s1	-12%	6%	13%	1%	34%	-5	6%	9%	1%
CCC1(C)NC(=O)N(CC(=O)N2CCC(Cc3ccccc3)CC2)C1=O (stereo unspecified)	-8%	-1%	-9%	-12%	23%	-4	-4%	11%	-1%
Cc1nn(-c2ccc(N3CCOCC3)nn2)c(C)c1CCC(=O)Nc1ccc(F)cc1F	3%	-2%	-1%	18%	97%[activator]	-4	-2%	15%[57.1 µM]	7%[57.1 µM]
COc1ccccc1N1CCN(C(=O)Cn2c(=O)[nH]c3ccsc3c2=O)CC1	-14%	-4%	-9%	0%	34%[activator]	-5	12%	-3%	1%
COc1ccc(NC(=O)Nc2nnc(-c3ccncc3)s2)cc1	0%	0%	?	-9%	38%	-7	5%	16%	-4%
CNS(=O)(=O)c1ccc(C(=O)NCC(=O)NCCc2ccc3c(c2)OCCO3)cc1	-17%	-3%	1%	-4%	37%	8	-1%	9%	-6%
NC(=O)c1cc(S(=O)(=O)NCCc2ccc(S(N)(=O)=O)cc2)cs1	-21%	0%	-1%	13%	27%	4	2%	20%	1%
CCSc1nc2ccccc2n1Cc1nc(N)nc(N(C)C)n1	-12%	nt	-9%	0%	31%	-21	-1%	14%	1%
Fc1ccc(OCc2nc(-c3ccc(Br)o3)no2)c(F)c1	-6%	-4%	?	-1%	87%[activator]	-6	7%	?	-1%

Record cards (already shown). Order of screens: USP1 inh	PGK inhibitor	Pin1 inh	IDH1 R132H inh	HP1b chromo inh	PI4K2A block	GLS inh	rTrxR1 inhibitor	TrxR1 substrate
CNS(=O)(=O)c1ccc(C(=O)NCC(=O)NCCc2ccc3c(c2)OCCO3)cc1 is listed with -17%	-3%	1%	-4%	37%	8	-1%	9%	-6%
NC(=O)c1cc(S(=O)(=O)NCCc2ccc(S(N)(=O)=O)cc2)cs1 is listed with -21%	0%	-1%	13%	27%	4	2%	20%	1%

A portion of the library; count on the stated rates, not on these rows.
